# Assay outcomes as filed in PubChem BioAssay.
# Rev-erbA mod – modulators of human Rev-erb alpha DNA binding. Rev-erbα–FITC-DNA binding, fluorescence polarization, 90 min. P20393. activity, % at 10 µM. hit rate 0.79% among 370,000;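 active = activity above about 14%, limit read from the data; passing the limit was not always enough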;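 also: 0% = DMSO wells with 35 nM protein and 100% = DMSO wells with 750 nM protein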
# sPLA2-III inh – Inhibits HGIII-sPLA2 liposome hydrolysis, primary screen. Q9NZ20. QFRET BODIPY PC-A2 liposome hydrolysis, fluorescence. inhibition, % at 12.2 µM. hit rate 0.56% among 370,000. AID 743126;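 active = inhibition above mean plus 3 SD of compounds lying within the high and low control bounds, cut at about 19% in these data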;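 also: 0% = median of test compound wells and 100% = no enzyme DMSO wells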
# Target sequence (Q9NZ20 whole entry, looked up): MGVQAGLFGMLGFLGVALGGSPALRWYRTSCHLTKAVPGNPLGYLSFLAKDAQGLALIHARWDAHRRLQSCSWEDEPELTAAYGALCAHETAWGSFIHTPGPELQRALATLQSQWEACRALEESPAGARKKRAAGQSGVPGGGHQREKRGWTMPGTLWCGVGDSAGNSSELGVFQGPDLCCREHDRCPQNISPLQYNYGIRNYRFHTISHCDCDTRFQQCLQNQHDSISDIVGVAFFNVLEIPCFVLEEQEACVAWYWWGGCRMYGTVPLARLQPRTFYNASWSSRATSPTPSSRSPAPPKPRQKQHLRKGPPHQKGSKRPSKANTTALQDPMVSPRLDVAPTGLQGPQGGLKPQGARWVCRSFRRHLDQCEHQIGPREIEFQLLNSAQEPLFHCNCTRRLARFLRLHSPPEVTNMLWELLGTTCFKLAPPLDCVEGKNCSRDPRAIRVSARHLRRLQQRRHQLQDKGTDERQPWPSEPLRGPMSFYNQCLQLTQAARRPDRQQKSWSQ
# ASAP1 inh – ASAP1 ArfGAP inhibition | Q9ULH1 | ASAP1-stimulated ARF1 GTP hydrolysis, GDP FP detection | inhibition, % at 16.5 µM | hit rate 0.19% among 360,000 | AID 624377; in the data active = inhibition above about 25%;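 also: 0% = vehicle with enzyme and substrate and 100% = no enzyme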
# KLK7 zymogen act – activates the human kallikrein-7 zymogen. P49862. purified proKLK7, EDANS-DABCYL substrate fluorescence; 100% is mature enzyme control, 0% vehicle. hit rate 0.9% among 370,000. activation, % at 7 µM. AID 652039;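 active = activation above the mean of all tested compounds plus 3 SD, computed per campaign excluding outliers beyond control limits, cut at about 13% in these data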
# Target sequence (P49862 whole entry, looked up): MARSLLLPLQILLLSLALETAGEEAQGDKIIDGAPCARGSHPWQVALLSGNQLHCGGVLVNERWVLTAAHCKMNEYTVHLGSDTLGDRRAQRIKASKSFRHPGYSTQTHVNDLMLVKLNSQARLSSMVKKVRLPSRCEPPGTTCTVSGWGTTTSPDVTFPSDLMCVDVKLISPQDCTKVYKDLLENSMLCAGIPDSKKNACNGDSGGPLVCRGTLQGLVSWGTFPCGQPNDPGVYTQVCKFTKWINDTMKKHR
# DDE Tn7 FP inh – DD(E)-Tn7 binding inhibition, primary FP screen; hit rate 0.13% among 370,000; FP displacement of FITC-Tn7 peptide from fibrin DD(E); 0% = median of compound wells per plate; inhibition, % at 8.3 µM; P02675;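 active = inhibition above the mean of compounds falling within the control limits plus 3 SD of them, cut at about 14% in these data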;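 also: 0% = plate median of compound wells and 100% = 10 µM Aha-Tn7 peptide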
#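 Test system: human clot-derived fibrin DD(E) complex / Quantity: 2 µM final DD(E) protein / Incubation: 10 min plus 3 h, room temperature / Measured by: fluorescence polarization / Benchmarks: high control of 10 µM Aha-Tn7 peptide / Replicates: singlicate testing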
# PLC-gamma1 inh – inhibitors of human phospholipase C gamma1; purified PLC-gamma1, fluorogenic substrate, fluorescence; inhibition, % at 12.2 µM; hit rate 0.84% among 370,000; P19174; in the data active = inhibition above about 9.5%
# DDE Tn6 FP inh – disrupts Tn6 cyclic peptide binding to fibrin D-Dimer-E complex | Fibrin DD(E) TRITC-Tn6 fluorescence polarization displacement | inhibition, % at 8.3 µM | hit rate 0.21% among 370,000 | AID 720509;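 active = inhibition above a per-campaign cutoff: mean of compounds within control limits plus 3 SD, cut at about 15% in these data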;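 also: 0% = median of all compound wells on the plate and 100% = blocking peptide control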
# ARFGAP1 inhibitor – inhibits rat ARF GTPase activating protein 1 | Q62848 | hit rate 0.26% among 360,000 | inhibition, % at 16.5 µM | Arfgap1-stimulated ARF1 GTP hydrolysis, GDP FP detection | AID 651572;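 active = inhibition above a per-plate limit, mean inhibition of low control wells plus 3 SD, cut at about 25% in these data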;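 also: 0% = DMSO wells with enzyme and 100% = wells lacking Arfgap1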
# Target sequence (Q62848 1-136 limits assumed): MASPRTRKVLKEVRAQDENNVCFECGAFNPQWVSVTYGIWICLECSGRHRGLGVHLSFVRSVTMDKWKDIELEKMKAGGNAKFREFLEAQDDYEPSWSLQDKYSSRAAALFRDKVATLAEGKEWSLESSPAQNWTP
#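 Material: rat Arfgap1 GAP domain (His6, aa 1-136), purified enzyme. Also added: human ARF1(Δ1-17)-GTP substrate. Compound dosing: 16.5 µM single point, 1.26% DMSO. Timing: enzyme reaction 120 min at 25 °C after 20 min preincubation. Signal: GDP detection by fluorescence polarization. Read-out basis: percent inhibition of GAP-stimulated GDP formation, scaled between DMSO and no-Arfgap1 medians.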
# UHRF1 MBD2 ctr – UHRF1 methyl-DNA binding inhibition; UHRF1 binding to methylated oligo, TR-FRET; inhibition, % at 4.4 µM; Q96T88; hit rate 0.75% among 370,000; in the data active = inhibition above about 21%;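 also: UHRF1 SRA domain binding a hemimethylated CpG hairpin DNA probe; 0% = median of test compound wells and 100% = reference inhibitor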
# PLC-beta3 inh – blocks human PLC-beta3 enzyme activity; Purified PLC-beta3, fluorogenic substrate, fluorescence; hit rate 0.18% among 370,000; Q01970; inhibition, % at 12.2 µM; in the data active = inhibition above about 11%;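 also: 0% = median of compound wells on plate and 100% = full blocker control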
# The depositor's hits bear a star; i = inactive; & = joins results of further samples.
SMILES,Rev-erbA mod,sPLA2-III inh,ASAP1 inh,KLK7 zymogen act,DDE Tn7 FP inh,PLC-gamma1 inh,DDE Tn6 FP inh,ARFGAP1 inhibitor,UHRF1 MBD2 ctr,PLC-beta3 inh
CC(C)N1CCc2c(sc(NC(=O)c3ccc4ccccc4c3)c2C(N)=O)C1,3,-21,6,-32,-13,-321,-2,1,4,i
CCC(=O)N(c1nnc(SC(C)C(=O)Nc2ccc(N3CCOCC3)cc2)s1)C1CC1 (centres undefined),-1,11,3,0.4,3,-3,-6,-4,1,-1
O=C(CCn1cnc2ccccc2c1=O)Nc1cccc(Cl)c1,2,-4,-12,0.5,4,0,3,-11,-1,-1
Cc1cc(F)ccc1S(=O)(=O)Nc1c(C)n(C)n(-c2ccccc2)c1=O,-1,-8,1,-0.1,3,4,-6,-8,-1,6
CC1=NN(C(N)=S)C(=O)C1N=Nc1cccc(C(=O)O)c1 (centres undefined),-6,-1,-13,0.0,-1,2,-3,3,-4,-1
CCOc1ccc(N2CC(NS(=O)(=O)c3cccs3)CC2=O)cc1 (centres undefined),-4,-9,7,0.5,-8,1,-8,3,1,2
N#CCCCCn1c(-c2cncs2)nc2ccccc21,5,-4,13,0.3,1,1,1,5,-2,1
Cc1ccc(S(=O)(=O)N2CCOCC2)cc1NC(=O)CN1CCC(Cc2ccccc2)CC1,1,-28,10,0.4,4,0,-7,2,2,0
COc1ccccc1N1CCN(c2ccc3ccccc3n2)CC1,-6,1,2,0.7,-2,-11,0,-4,-1,-22
Cc1nnc(N(C)C(=O)c2cnccn2)s1,-4,1,1,-0.1,2,2,2,8,-1,0
CN(C)c1cc[n+](CC(=O)c2ccc(Br)cc2)cc1,1,-8,11,-1.0,1,1,2,-4,2,6
COc1cccc(C2C(C(=O)Nc3ccccc3)=C(C)N=c3s/c(=C/c4ccc(OCC(=O)O)cc4)c(=O)n32)c1 (centres undefined),2,-33,4,-0.3,5,-5,7,-8,-5,-13
CC(C)(O)/C=C1/Oc2ccccc2C1N1CCCCC1 (centres undefined),0,1,3,0.2,-1,-3,-1,-12,0,-4
O=C(CNC(=O)c1ccco1)OCC(=O)c1ccc(Cl)cc1,7,4,-1,-0.6,-4,0,-9,7,-1,-1
COc1ccccc1NC(=O)COC(=O)c1c[nH]c2ccccc12,-7,-9,13,0.2,-1,5,-5,14,12,-3
COc1ccc(NS(=O)(=O)c2cccc(C(=O)NCC(c3ccc(OC)cc3)N3CCCCC3)c2)cc1 (centres undefined),4,-44,-18,-0.3,3,4,-2,-2,0,-4
CCN(CC)C(=O)CCNS(=O)(=O)c1ccc(C)cc1,-1,1,5,-0.5,4,0,-1,-9,-1,3
O=C(NC(=S)N(CCO)Cc1ccccc1)c1ccc(F)cc1Cl,3,12,7,-0.5,7,1,2,-2,-3,-4
O=C(Nc1cccc(C(F)(F)F)c1)c1sc(Cl)nc1C(F)(F)F,2,6,6,0.1,-7,-5,-3,11,4,1
COc1ccc(Oc2nc3c(c(=O)n(C)c(=O)n3C)n2Cc2cccc(OC)c2)cc1,-6,1,-1,-1.2,2,-3,-1,8,2,0
Cc1noc(NS(=O)(=O)c2ccc(NC(=O)c3cc(=O)c4ccccc4o3)cc2)c1C,-4,-7,6,-0.5,-11,2,-2,0,2,5
CC(C)CN(C(=O)CCNC(=O)c1ccc([N+](=O)[O-])cc1)C1CCS(=O)(=O)C1 (centres undefined),-2,8,4,0.1,-4,7,-3,1,7,11*
N#CCSc1nc2ccccc2c(=O)n1-c1ccccc1,-4,1,-1,-0.8,1,2,-7,-2,3,-3
CCOc1ccc(Cn2cc(F)c(=O)[nH]c2=O)cc1,-1,-4,4,0.5,-2,1,6,0,3,-4

# Some of the entries above in another layout.
# Order of values – Rev-erbA mod, sPLA2-III inh, ASAP1 inh, KLK7 zymogen act, DDE Tn7 FP inh, PLC-gamma1 inh, DDE Tn6 FP inh, ARFGAP1 inhibitor, UHRF1 MBD2 ctr, PLC-beta3 inh
> Cc1noc(NS(=O)(=O)c2ccc(NC(=O)c3cc(=O)c4ccccc4o3)cc2)c1C
  -4, -7, 6, -0.5, -11, 2, -2, 0, 2, 5
> CC(C)(O)/C=C1/Oc2ccccc2C1N1CCCCC1 (centres undefined)
  0, 1, 3, 0.2, -1, -3, -1, -12, 0, -4
> O=C(NC(=S)N(CCO)Cc1ccccc1)c1ccc(F)cc1Cl
  3, 12, 7, -0.5, 7, 1, 2, -2, -3, -4
> CCOc1ccc(Cn2cc(F)c(=O)[nH]c2=O)cc1
  -1, -4, 4, 0.5, -2, 1, 6, 0, 3, -4
> N#CCSc1nc2ccccc2c(=O)n1-c1ccccc1
  -4, 1, -1, -0.8, 1, 2, -7, -2, 3, -3

# The listing continues:
SMILES,Rev-erbA mod,sPLA2-III inh,ASAP1 inh,KLK7 zymogen act,DDE Tn7 FP inh,PLC-gamma1 inh,DDE Tn6 FP inh,ARFGAP1 inhibitor,UHRF1 MBD2 ctr,PLC-beta3 inh
Nc1[nH]c(C(=O)c2ccccc2)c(-c2ccccc2Br)c1C(=O)c1cccs1,1,2,-3,0.1,-3,-12,-6,-17,0,-12
Cn1cnnc1SCC(=O)Nc1ccc(Cl)c(S(=O)(=O)N2CCOCC2)c1,2,-3,9,0.5,-4,5,1,-9,-2,2
COC(=O)COc1ccc(S(=O)(=O)N2CCCCC2)cc1[N+](=O)[O-],-2,0,15,0.0,-3,2,4,-7,0,4
CNC(=S)N1N=C(c2ccccc2)CC1c1ccc(OC)c(OC)c1 (centres undefined),10,3,1,-0.2,-7,-1,-4,-4,-2,1
Cc1ccc(NC(=O)CSc2nc3ccccc3nc2N2CCCC2)cc1,9,3,9,-0.1,1,-5,2,-4,1,-10
O=C1C=C(NNC(=O)c2ccccc2Br)CCC1,0,-78,0,5.2,13,-171,-1,11,-1,-199
COc1ccc(C2c3ccc(O)cc3Oc3ncn4nc(-c5ccccn5)nc4c32)cc1 (centres undefined),1,-3,0,0.8,-2,-1,-4,23,-2,-11
CCCOc1ccc(C2NC(=S)NC(c3ccccc3)=C2C(=O)Nc2ccc(C)cc2)cc1OC (centres undefined),2,7,-6,-0.1,-3,-3,-1,-8,-3,0
Cc1nn(Cc2c(Cl)cccc2Cl)c(C)c1NC(=O)c1sc2ccccc2c1Cl,6,-1,1,0.1,6,1,-2,8,-3,0
Fc1ccc(Nc2nnc(C(F)(F)F)s2)cc1,-1,-1,-1,0.0,0,1,-1,-6,7,-6
COc1ccc(Cl)cc1NC(=O)c1ccccc1C,12,2,-13,-0.2,6,1,-5,-3,-2,0
CCOc1cc(NC(=O)C2CC2)c(OCC)cc1NC(=O)c1ccccn1,0,-2,0,0.3,-5,-5,3,2,2,-7
C=CC[C@H]1C=C[C@@H](C(C(=O)OC)C(=O)OC)CN1C(C)=O,-1,4,-3,0.2,0,20*,-1,1,6,-2
CCN1C(=O)[C@@H]2[C@@H](c3ccc(-c4ccc(Cl)c(Cl)c4)cc3)N3CCCC[C@@]3(C(=O)OC)[C@@H]2C1=O,0,6,-10,-0.2,4,2,2,-1,2,1
Cc1onc(-c2c(Cl)cccc2Cl)c1CO/N=C(\C#N)c1c(Cl)cccc1Cl,2,-10,7,-0.3,-10,4,-2,-3,2,1
CCN(CC(=O)N1CCN(C)CC1)S(=O)(=O)c1ccc(Cl)cc1,1,3,-4,-0.1,2,0,-1,-7,0,6
O=c1nc2scc(-c3ccccc3)n2c2ccccc12,3,2,-1,0.6,3,0,0,7,-3,-1
O=C(CN1CCN(CC(=O)Nc2ccc(F)cc2)CC1)NCC1(N2CCOCC2)CCCCC1,-4,5,11,0.4,0,0,13,7,-1,-7
COc1cc(Cl)ccc1OCc1cc(C(=O)NCc2cc(C(C)C)no2)no1,0,-19,-11,0.0,-4,-7,-4,3,-3,-6
O=C(Nc1sc2c(c1C(=O)NCc1ccco1)CCCC2)c1ccc2c(c1)OCO2,-2,1,-6,-52,5,-181,-7,-1,-1,-199
NCCNC(=O)Cc1cccc(NC(=O)Cc2ccc(Nc3ncnc4c3ncn4[C@@H]3O[C@H](CO)[C@@H](O)[C@H]3O)cc2)c1,-5,-9,-7,0.0,4,-1,2,-1,-1,-3
CC(=O)Nc1ccc2nc(N)sc2c1,-4,1,7,-0.3,6,-1,-2,12,2,1
Cc1ccc2nc3n(c(=O)c2c1)-c1cc2ccccc2cc1C(=O)NC3Cc1ccc(O)cc1 (centres undefined),4,6,6,-0.1,5,-5,-2,12,1,-7
CCn1cc(C(=O)N(CCCN2CCOCC2)Cc2ccco2)c(=O)c2ccc(C)nc21,-1,5,3,0.1,-4,-1,5,9,0,-3
Cc1ccc(SCc2ccc(C(=O)Nc3cccc([N+](=O)[O-])c3C)cc2)cc1,4,3,9,-0.4,1,1,-2,20,4,1
O=C(CCC(=O)n1ncc2ccccc21)NCc1ccccc1Cl,-6,6,-10,0.7,5,0,0,-6,0,-2
c1ccc([C@H]2CN3CCSC3=N2)cc1,-7&-2,-2,-8,0.2,-8,-2,-1,6,-1,0
CC(NC(=O)CSc1nc2ccccc2c(=O)[nH]1)c1ccccc1 (centres undefined),-3,-3,-8,0.0,0,1,5,11,18,5
CCCCN(CC)CCNC(=O)c1cc2cc3ccc(Cl)cc3nc2o1,3,-10,3,3.8,-1,-19,6,-3,-15,-27
COc1cc2c(O)cc(C(=O)O)c(-c3cc(OC)c(OC)c(OC)c3)c2cc1OC,2,-4,-6,-41,2,-7,-5,0,2,-9
CCC(C)(C)NC(=O)CN(C(=O)C(=O)Nc1ccc2c(c1)OCCO2)N1CCOCC1,5,13,4,0.7,5,1,-1,4,5,-9
CCCCN(C(=O)CSc1nnc2ccccn12)c1c(N)n(Cc2ccccc2)c(=O)[nH]c1=O,0,6,1,-0.9,-5,0,7,-3,9,0
CC(=O)c1c(N2CCOCC2)nc(=S)n(-c2ccccc2)c1C,4,2,-6,0.0,0,1,2,-9,15,4
O=C(N/N=C\c1cccnc1)c1ccc(Br)s1,1,4,-2,-0.8,-2,4,4,10,1,-2
CC1=C(C(=O)OCc2ccccc2)C(c2ccc3ccccc3c2)NC(=O)N1CCCC(=O)O (centres undefined),-5,-5,-12,0.1,9,-4,3,17,4,-10
CN(C)c1ccc(C(=O)N2CCCC(CCC(=O)N3CCN(c4ccccn4)CC3)C2)cc1 (centres undefined),-5,-2,-3,0.2,10,-3,3,-4,0,-6
CN(C)c1nc(N)nc(Cn2nnc(-c3ccc(C(F)(F)F)cc3)n2)n1,2,1,-7,-0.1,-4,-1,-1,8,-3,-1
CCC(C)Cn1cnc2c(Sc3c([N+](=O)[O-])ncn3C)nc(N)nc21 (centres undefined),4,2,7,0.0,1,2,3,8,-2,2
Clc1ccc2[nH]c3c(c2c1)CNCC3,-5,-8,-1,-0.7,-1,-15,2,3,2,-23
